# CAL PDZ FP: untagged CAL PDZ binding inhibitors, primary screen, biochemical, fluorescence polarization, HTS; purified CAL PDZ, TMR-peptide fluorescence polarization, 1 h; 300,000 tested, 0.92% active; inhibition, % at 24.9 µM; Golgi-associated PDZ and coiled-coil motif-containing protein (Homo sapiens), Q9HD26;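 active = mean inhibition of at least 30% with at least half of replicates also reaching 30%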;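 also: 0% = DMSO neutral control and 100% = excess unlabeled competitor peptide PRC23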
# HTR5A ag: HTR5A agonists in luminescence cell assay, primary screen, counter-screen for OPRM1-OPRD1 heterodimer agonist project, full-deck HTS. 5-hydroxytryptamine receptor 5A (Homo sapiens), P47898. cell-based. 340,000 tested, 0.61% active. activation, % at 9.3 µM; in the data active = activation mostly above about 9.5%, no sharp cut-off; inactive = mostly below about 7.6%;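 also: 0% = cells with vehicle only and 100% = reference agonist; strong numbers were not always called active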
# Target sequence (P47898 whole entry, looked up): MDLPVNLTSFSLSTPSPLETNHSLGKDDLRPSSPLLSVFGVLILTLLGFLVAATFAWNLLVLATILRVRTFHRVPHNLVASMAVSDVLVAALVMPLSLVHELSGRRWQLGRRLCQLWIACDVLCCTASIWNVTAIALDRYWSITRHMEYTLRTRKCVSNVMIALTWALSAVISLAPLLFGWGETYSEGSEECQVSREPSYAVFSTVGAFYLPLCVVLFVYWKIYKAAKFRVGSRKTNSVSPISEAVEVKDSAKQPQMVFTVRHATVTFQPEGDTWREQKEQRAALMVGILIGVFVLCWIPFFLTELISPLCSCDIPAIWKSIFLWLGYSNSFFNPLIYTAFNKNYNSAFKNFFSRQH
# V-ATPase pH: regulators of yeast V-ATPase proton pumping, primary screen, pHLuorin cytosolic pH fluorescence; S. cerevisiae; response, % at 10 µM; 350,000 tested, 0.37% active; in the data active = response mostly above about 7.3%, no sharp cut-off; inactive = mostly below about 5.4%; also: actives read high; inactives centre near 0; some compounds called inactive have numbers as strong as hits; reference of the scale not given here
# Keap1 Nrf2 FP: Keap1-Nrf2 protein-protein interaction inhibitors, primary screen, biochemical, fluorescence polarization, single point; Kelch-like ECH-associated protein 1 (Homo sapiens), Q14145; Keap1 Kelch-Nrf2 peptide fluorescence polarization, 1536-well; inhibition, % at 9.4 µM; 340,000 tested, 0.15% active; in the data active = inhibition above about 12%;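 also: human Keap1 Kelch domain with fluorescein labeled Nrf2 9mer peptide probe; 0% = neutral control wells and 100% = peptide positive control; higher means more block of Keap1 binding to Nrf2 peptide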
# Target sequence (Q14145 whole entry, looked up, the tested form may be a part): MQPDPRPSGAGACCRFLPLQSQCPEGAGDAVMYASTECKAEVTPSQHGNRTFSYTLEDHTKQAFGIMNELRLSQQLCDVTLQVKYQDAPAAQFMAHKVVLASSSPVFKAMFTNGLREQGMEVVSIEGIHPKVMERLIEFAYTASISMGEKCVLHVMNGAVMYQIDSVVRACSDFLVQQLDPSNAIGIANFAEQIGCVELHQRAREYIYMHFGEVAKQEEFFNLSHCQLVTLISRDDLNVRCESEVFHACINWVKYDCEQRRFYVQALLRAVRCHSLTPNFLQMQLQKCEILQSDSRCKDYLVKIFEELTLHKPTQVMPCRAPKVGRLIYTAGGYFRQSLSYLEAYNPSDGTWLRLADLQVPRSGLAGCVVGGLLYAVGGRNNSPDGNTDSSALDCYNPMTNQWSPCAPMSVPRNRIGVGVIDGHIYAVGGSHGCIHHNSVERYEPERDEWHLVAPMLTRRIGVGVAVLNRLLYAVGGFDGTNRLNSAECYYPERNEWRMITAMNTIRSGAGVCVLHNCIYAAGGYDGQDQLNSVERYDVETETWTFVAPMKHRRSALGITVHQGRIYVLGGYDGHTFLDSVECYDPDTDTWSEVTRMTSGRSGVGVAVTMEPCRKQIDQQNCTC
# MOR-DOR ag: agonists of OPRM1-OPRD1 heterodimerization, primary screen, cell-based, luminescence | Mu-type opioid receptor (Homo sapiens) + Delta-type opioid receptor (Homo sapiens), … | cells | activation, % at 9.3 µM | 340,000 tested, 0.3% active; in the data active = activation above about 18%;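 also: 0% = vehicle-treated cells and 100% = reference agonist; values of inactives mirror those of a sister screen read the other way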
# LANA DNA inh: inhibitors of KSHV C-LANA binding to DNA, primary screen, biochemical, fluorescence polarization, FAM-LBS DNA, MBP-C-LANA, single point. Kaposi's sarcoma herpesvirus LANA C-terminal domain (residues 932-1162) DNA binding. inhibition, % at 9 µM. 340,000 tested, 0.078% active. AID 504423, 2011;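 active = highest replicate inhibition at or above 60% at 9 µM, even if other replicates fall short; inactive = all replicates below 60% inhibition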;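 also: 0% = neutral control wells and 100% = 4 µM acridine orange control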
# Cardiac RTF inh: cardiac RTF calcium sensitivity inhibitors, primary screen, biochemical, IANBD-TnC fluorescence, EC70 calcium. Troponin I, cardiac muscle (Homo sapiens) + Troponin T, cardiac muscle (Homo sapiens) + …. IANBD-labeled cardiac RTF, Ca2+ fluorescence. inhibition, % at 7.15 µM. 340,000 tested, 0.12% active. AID 493244, 2011;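 active = inhibition above the mean inhibition of all tested compounds plus 3 SD, cut at about 17% in these data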;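 also: assay run at fixed EC70 calcium of 1.6 mM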
# MOR-DOR inv ag: inverse agonists of MOR-DOR heterodimerization, primary screen, cell-based, luminescence; Mu-type opioid receptor (Homo sapiens) + Delta-type opioid receptor (Homo sapiens), …; cell-based MOR-DOR heterodimer luminescence, inverse agonism; inhibition, % at 9.3 µM; 340,000 tested, 0.21% active; AID 504357, 2011; in the data active = inhibition above about 22%, passing the limit was not always enough;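 also: 0% = cells with DMSO and 100% = wells without cells with DMSO; values of inactives mirror those of a sister screen read the other way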
# HTR5A inv ag: HTR5A inverse agonists in luminescence cell assay, primary screen, counter-screen for OPRM1-OPRD1 heterodimer inverse agonist project, full-deck HTS; 5-hydroxytryptamine receptor 5A (Homo sapiens), P47898; HTR5A cell line, inverse agonism; inhibition, % at 9.3 µM; 340,000 tested, 0.083% active; AID 504634, 2011; in the data active = inhibition mostly above about 23%, no sharp cut-off; inactive = mostly below about 18%;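 also: 0% = cells with DMSO and 100% = no-cell wells with DMSO; some compounds called inactive have numbers as strong as hits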
# RTF Ca sens act: cardiac RTF calcium sensitivity activators, primary screen, biochemical, IANBD-TnC fluorescence, EC20 calcium; Troponin I, cardiac muscle (Homo sapiens) + Troponin T, cardiac muscle (Homo sapiens) + …; IANBD-labeled TnC RTF fluorescence at EC20 calcium; 0% EC20 calcium, 100% full calcium; activation, % at 7.2 µM; 340,000 tested, 0.24% active;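 active = activation above the mean over all tested compounds plus 3 SD, cut at about 30% in these data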;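 also: rise in fluorescence read as greater calcium sensitivity of cardiac thin filaments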
# The depositor's hits bear a star; · = no result given.
SMILES,CAL PDZ FP,HTR5A ag,V-ATPase pH,Keap1 Nrf2 FP,MOR-DOR ag,LANA DNA inh,Cardiac RTF inh,MOR-DOR inv ag,HTR5A inv ag,RTF Ca sens act
COCCCN(C)C1CCN(C(=O)Nc2ccc(F)cc2)CC1,6,3,1,-4,-1.2,1.8,1,7,-10,-2
CC(C)CC(C(=O)NC1CCCCC1)N(Cc1cccs1)C(=O)c1snc(C(N)=O)c1N (stereo not drawn),-1,9,3,-6,3.0,0.3,-8,-16,-21,4
CCc1ccccc1OCCCCCNCCO,·,0,0,-4,3.8,-0.5,0,-20,-18,-1
COCCn1c(=O)[nH]c2cc(C(=O)NCc3cccnc3)ccc2c1=O,-3,-1,-1,-3,1.1,-0.3,0,-7,2,5
Cc1cnn(-c2cc(N/N=C/c3cccc(F)c3)ncn2)c1,-1,0,1,0,1.1,-3.8,-9,-6,3,-6
O=C(c1ccc(F)cc1)N1CCCC(c2nc(-c3cccs3)no2)C1 (stereo not drawn),·,-2,3,-1,-0.4,0.3,-6,2,27,-4
COc1ccc(-c2c(=O)n(OCc3nc4ccccc4[nH]3)c3ccccc3[n+]2[O-])cc1,-3,5,2,-2,-1.0,1.9,-11,5,1,1
COC(=O)[C@@H]1C[C@H]1[C@@H](NS(=O)(=O)c1ccccc1)c1ccccc1,-2,3,2,3,-1.9,-1.6,-7,10,1,15
CCOC(=O)C1CCCCN1Cc1cccc(OCc2ccccc2)c1 (stereo not drawn),-3,2,1,-5,4.4,-0.7,0,-21,-7,2
Cc1cc(C(=O)NCc2ccc(F)cc2)c2ccccc2n1,0,5,-3,-1,-1.7,-1.9,-1,9,-13,-4
CCOC(=O)C1=C(COC(=O)Cc2ccccc2F)NC(=O)NC1C (stereo not drawn),-1,4,1,2,-1.2,0.5,-11,8,21,-5
NC(=O)CC(NC(=O)Cc1cccc2ccccc12)c1ccc(N2CCC(N3CCCCC3)CC2)c([N+](=O)[O-])c1 (stereo not drawn),-2,-2,0,0,0.5,3.4,-3,-3,6,1
CCc1ccc(NC(=O)c2cc(S(=O)(=O)N3CCCC3)c[nH]2)cc1,·,-3,-1,1,-2.1,-1.8,-7,11,9,2
CC1CCCCC1NC(=O)COC(=O)Cc1ccc(Cl)cc1 (stereo not drawn),-5,1,2,0,-5.8,1.4,-13,22,-11,-3
Cc1cccc(N2CCN(C(=O)c3cc(S(=O)(=O)N4CCOCC4)cn3C)CC2)c1C,·,-6,-3,2,0.2,-0.5,-8,-1,18,5
O=[N+]([O-])c1cc(-c2nnc(-c3ccccc3)o2)ccc1Oc1ccc(Cl)cc1,·,2,0,6,-2.7,0.1,-6,15,-6,1
COc1ccc(C2=NOC(Cn3nc(-c4ccccc4)cc3C(=O)NCc3cccs3)C2)cc1 (stereo not drawn),-1,0,-8,4,-3.0,0.5,0,17,-43,12
O=C(NCCc1nc2ccccc2[nH]1)Nc1ccccc1,-1,1,2,4,-0.8,0.5,-2,4,-7,-2
COc1ccc(NC(=O)Cn2nnc(C(=O)NCCc3ccc(OC)c(OC)c3)c2N)cc1,12,2,-1,0,0.5,0.4,-3,-3,8,-8
NC(=O)CC(NC(=O)Cc1ccc(Br)cc1)c1ccc(NC2CCC2)c([N+](=O)[O-])c1 (stereo not drawn),8,-6,1,-1,-3.1,-0.6,-3,17,-29,-7
O=C(O)/C=C/C(=O)NC1CCCCC1,-3,3,-7,-5,0.2,2.7,2,-1,-26,-4
O=C(N/N=C/C=C/c1ccc([N+](=O)[O-])cc1)c1cccs1,-2,0,-6,1,6.8,12,-17,-36,-17,6
CC(=O)C(C)Oc1ccc2c3c(c(=O)oc2c1)CCCC3 (stereo not drawn),2,3,2,-1,-3.7,-0.4,4,21,6,7
CCNC(=O)/C(=C\C=C\c1ccccc1)NC(=O)c1ccc(Br)o1,-2,-2,1,-1,-2.5,-0.8,-8,12,-19,2
COc1cccc(C(=O)NCCS(=O)(=O)NCc2ccc3c(c2)OCO3)c1,-3,-4,-2,3,-3.6,1.4,-6,19,10,-2
O=C(CCN1C(=O)C2(OCCO2)c2ccccc21)c1ccccc1,·,2,0,1,-2.5,0.2,-2,11,-6,-6
CSc1ccc(/C=C(/Sc2nnc(-c3ccccc3)o2)C(=O)O)cc1,13,·,0,-2,·,0.1,·,·,·,·
FC(F)(F)c1cccc(Cn2nnnc2-c2cccc(C(F)(F)F)c2)c1,·,0,-3,5,1.4,0.9,0,-7,-8,0
C#CCOCCOCCOCCNc1nc(N2CCN(C(=O)C([C@@H](C)O)n3cc([C@@H](N)CCCCN)nn3)CC2)nc(N2CCN(C(=O)[C@H](CCCCN)n3cc([C@@H](N)CC(N)=O)nn3)CC2)n1 (stereo partly drawn),2,0,2,-1,-4.2,2.4,7,23,-15,-3
C=CCOc1ccc(C2=NOC(C(=O)Nc3ccc4c(c3)OCCO4)C2)cc1 (stereo not drawn),-4,4,4,3,-0.4,-0.4,-7,2,-13,6
CNC(=S)N(Cc1ccc(OC)cc1)Cc1cc2cc(C)ccc2[nH]c1=O,-1,·,2,-4,·,-0.7,·,·,·,·
O=C(Nc1cccc(S(=O)(=O)N2CCCCC2)c1)c1ccc2c(c1)OCO2,-1,-2,-4,0,-0.5,-2.3,10,3,-12,-3
Cc1cc2nc(SCCN3CCCC3)[nH]c2cc1C,-3,2,5,4,4.3,-0.6,-18,-27,-7,2
C/C(=N\O)C(C)(C)Nc1cccc(Br)c1,-1,5,16*,-1,1.8,-2.3,-6,-10,-6,9
Cc1ccc(NC(=O)CCCCCN2C(=O)[C@@H]3Cc4ccccc4CN3C2=O)cc1,-2,2,2,2,-1.3,1.9,1,7,-5,-5
CN1CCN(c2ccc(C(CC(N)=O)NC(=O)c3ccccc3)cc2[N+](=O)[O-])CC1 (stereo not drawn),-3,0,-3,0,0.2,-1.8,-1,-1,-3,9
CC1(C)C(=O)Nc2ccccc2N1C(=O)CSc1nnc2c(Cl)cc(Cl)cn12,-3,4,-3,-4,-2.7,-0.3,1,14,9,7
CCOc1ccc(N2CC(C(=O)Nc3ccc(S(=O)(=O)N4CCCCC4)cc3)CC2=O)cc1 (stereo not drawn),0,11,-2,-1,-0.3,-0.5,-3,2,-30,2
CCn1cc(CNC(=O)c2cccc([N+](=O)[O-])c2)cn1,0,8,3,3,-1.4,2.7,5,7,-27,-1
CCOC(=O)C1CCN(c2ncnc3nc[nH]c23)CC1,·,7,0,-1,-1.6,-2.5,-5,10,-20,-1
COc1cc(Br)c(CNc2cc(C)ccc2C)cc1OC,-2,0,3,-7,10,0.9,1,-51,-1,4
Cc1ccc(-c2csc(NC(=O)c3ccc(F)cc3)c2C(=O)O)cc1,-2,3,1,4,0.7,-1.5,-14,-3,-12,0
CC(=O)c1c(N2CCOCC2)[nH]c(-c2ccccc2)nc1=S,2,-1,0,-4,-3.5,-1.4,0,18,3,10
CCNc1nc(NCC)nc(C(=O)OCCO)n1,·,-1,4,2,-2.2,0.3,-3,12,3,-1
COc1ccc(CCNC(=O)C2CCCN(c3nc4ccccc4s3)C2)cc1OC (stereo not drawn),-6,3,2,0,-0.2,1.3,-11,2,-13,-5
Nc1ncnc2nc(SCc3ccc(Cl)cc3Cl)[nH]c12,-1,-3,1,-4,-0.9,-0.1,3,5,0,-5
COc1ccc(Nc2cc(C)nc3nc(C)nn23)cc1Cl,·,-6,1,-3,-2.9,0.2,0,15,17,1
O=C(NC(=S)NCCN1CCOCC1)c1ccccc1,4,5,1,-1,0.6,-1.0,11,-4,-13,-2
CCOC(=O)C1(CC2CCCCO2)CCN(S(=O)(=O)c2ccsc2)CC1 (stereo not drawn),·,2,-4,2,-1.2,0.6,0,6,15,11
O=C(NNC(=S)NC(=O)c1ccccc1)c1ccc(O)cc1,-2,0,0,-6,-6.1,0.7,-2,27,0,-5
O=C(NNC(=O)c1cccs1)c1csc(N2CCOCC2)n1,-2,-1,0,-7,-0.4,-1.1,7,2,3,0
CCCn1c(SCC(=O)Nc2ccccc2N2CCCCC2)nc2c1c(=O)n(C)c(=O)n2C,-3,0,2,4,0.6,-0.9,1,-4,16,3
COc1ccc(OC)c(NS(=O)(=O)c2ccc3c(c2)CCC(=O)N3)c1,9,1,-2,-4,-0.3,-0.4,-6,2,-12,-3
Cc1nn(CC(=O)Nc2ccc(C(=O)N3CCCCC3)cc2)c(=O)c2ccccc12,4,1,-2,-3,-1.3,0.1,-12,7,13,1
FC(F)(F)c1nnc2sc(-c3cccs3)nn12,-2,-3,-3,0,-2.9,1.8,5,17,8,2
O=[N+]([O-])c1cc(-c2csc(NCCc3nc4cc(Cl)c(Cl)cc4n3CCCO)n2)ccc1Cl,-3,3,0,5,1.1,1.1,4,-6,-12,0
Cc1ccc(S(=O)(=O)N2CCCOC2CNC(=O)C(=O)NCCc2c[nH]c3ccccc23)cc1 (stereo not drawn),-3,30*,-3,-4,2.3,-2.0,-10,-12,-91,0
CCCCCCCCn1ccc(=N)cc1,·,10,-8,3,-0.7,1.9,-10,3,31,-2
O=C(c1ccc(NS(=O)(=O)c2ccc(F)cc2)cc1)N1CCN(c2ccccc2O)CC1,-5,6,1,0,-2.0,1.0,-1,11,11,-6
O=C(CSc1nnc(NC(=O)C2CCC2)s1)Nc1ccc(N2CCOCC2)cc1,0,-2,2,-2,1.6,-0.1,-8,-10,4,9

# An excerpt from above in order of the V-ATPase pH value, largest number first:
SMILES	V-ATPase pH
FC(F)(F)c1nnc2sc(-c3cccs3)nn12	-3
CCOC(=O)C1(CC2CCCCO2)CCN(S(=O)(=O)c2ccsc2)CC1 (stereo not drawn)	-4
CCCCCCCCn1ccc(=N)cc1	-8

# Next results:
SMILES,CAL PDZ FP,HTR5A ag,V-ATPase pH,Keap1 Nrf2 FP,MOR-DOR ag,LANA DNA inh,Cardiac RTF inh,MOR-DOR inv ag,HTR5A inv ag,RTF Ca sens act
O=[N+]([O-])c1ccccc1/C=N/OCc1ccccc1,·,2,1,-1,3.4,-2.0,5,-28,-16,-4
CCc1c(O)nc(SCC(=O)Nc2nc3ccccc3s2)n(-c2ccc(C)cc2)c1=O,·,6,0,-5,-3.6,-1.8,1,18,13,-1
CCOC(=O)C1=C(C)NC(C)=C(C(=O)OCC)C1c1ccc(OC)cc1,-3,0,-1,-1,-2.3,-0.1,-21,14,1,-3
CCN1C(=O)/C(=C\N(C)C)NC1=S,-6,-1,-1,0,0.2,-0.1,-9,-2,2,-1
